# High-throughput results as filed in PubChem.
# OX1R FRET antag = antagonists of human orexin 1 receptor (OX1R) | Orexin/Hypocretin receptor type 1 (Homo sapiens), O43613 | OX1R-expressing cells, FRET antagonist read-out | inhibition, % at 6.6 µM | 1.8% of 330,000 active; in the data active = inhibition mostly above about 38%, no sharp cut-off; inactive = mostly below about 40%;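 also: 0% = agonist challenge alone and 100% = reference antagonist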
# Target sequence (O43613 whole entry, looked up): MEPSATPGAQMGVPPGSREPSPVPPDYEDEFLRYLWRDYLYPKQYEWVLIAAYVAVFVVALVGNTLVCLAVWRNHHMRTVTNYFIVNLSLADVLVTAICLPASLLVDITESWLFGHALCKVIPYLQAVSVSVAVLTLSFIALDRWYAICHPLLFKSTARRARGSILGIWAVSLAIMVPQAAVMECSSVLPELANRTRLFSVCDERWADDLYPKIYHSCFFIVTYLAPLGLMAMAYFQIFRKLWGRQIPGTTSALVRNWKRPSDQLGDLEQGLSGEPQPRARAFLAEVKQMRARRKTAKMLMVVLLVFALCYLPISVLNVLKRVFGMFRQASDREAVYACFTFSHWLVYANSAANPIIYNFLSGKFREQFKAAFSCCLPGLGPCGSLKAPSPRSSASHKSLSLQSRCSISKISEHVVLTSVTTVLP
# STK33 inh = inhibitors of purified STK33 kinase, primary screen, biochemical, ADP-Glo luminescence, homogeneous, cell-free; MBP phosphorylation; inhibition, % at 10 µM; Serine/threonine-protein kinase 33 (Homo sapiens), Q9BYT3; 0.073% of 320,000 active; AID 2661, 2010;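 active = inhibition at or above 25%, using the most active replicate where run in duplicate; inactive = inhibition below 25%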
# Target sequence (Q9BYT3 whole entry, looked up): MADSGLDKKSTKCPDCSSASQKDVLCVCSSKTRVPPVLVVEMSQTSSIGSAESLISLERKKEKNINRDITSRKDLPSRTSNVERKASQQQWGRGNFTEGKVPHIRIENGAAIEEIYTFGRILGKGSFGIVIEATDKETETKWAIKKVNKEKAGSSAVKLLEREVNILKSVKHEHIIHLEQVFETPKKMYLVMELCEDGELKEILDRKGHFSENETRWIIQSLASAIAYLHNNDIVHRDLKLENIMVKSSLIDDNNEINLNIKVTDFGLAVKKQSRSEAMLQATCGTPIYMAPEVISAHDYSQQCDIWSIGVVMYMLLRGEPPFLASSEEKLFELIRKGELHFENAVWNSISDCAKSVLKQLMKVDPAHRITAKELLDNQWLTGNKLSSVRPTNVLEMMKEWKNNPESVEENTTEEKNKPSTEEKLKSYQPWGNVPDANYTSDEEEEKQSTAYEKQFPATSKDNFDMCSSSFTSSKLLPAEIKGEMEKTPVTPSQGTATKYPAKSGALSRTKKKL
# The depositor's hits bear a star; . = no result given. Compounds as they come; overall some 1.8% were active at least once.
OX1R FRET antag,STK33 inh,smiles
3,0.2,COc1cccc(NS(=O)(=O)c2ccc3[nH]cc(C(=O)NCCC(C)C)c(=O)c3c2)c1
18,-0.2,COc1cc(/C=N/NC(=O)c2ccc(CSc3nc4ccccc4[nH]3)cc2)ccc1O
14,0.3,CN1CCCC(OC(=O)c2cccc(S(=O)(=O)N3CCCCCC3)c2)C1 (stereo unspecified)
-4,-2.0,CCN1CCN(CCNC(=O)c2ccc(CS(=O)(=O)c3c(Cl)cccc3Cl)o2)CC1
28,0.7,COc1cc(OC)cc(C(=O)Nc2nc(CC(=O)NCCc3ccccc3)cs2)c1
8,-0.9,CC(=O)c1cccc(CN2CCN(Cc3ccc(F)cc3)C(CCO)C2)c1 (stereo unspecified)
11,0.1,O=C1CC(C(=O)O)S/C(=N\NC(=O)c2ccccc2)N1 (stereo unspecified)
4,-0.2,CN(C)CCCn1c2c(c(SCC(=O)Nc3ccc4c(c3)OCO4)nc1=O)CCC2
-5,0.7,O=C(N/N=C/c1cc(Br)cc(Br)c1O)c1cccc(N2CCCC2=O)c1
4,1.4,Cc1ccc(C)c(NC(=O)COC(=O)Cn2c(C)csc2=O)c1

# Reformatted with tabs: part of the list above.
mol	OX1R FRET antag	STK33 inh
COc1cccc(NS(=O)(=O)c2ccc3[nH]cc(C(=O)NCCC(C)C)c(=O)c3c2)c1	3	0.2
COc1cc(/C=N/NC(=O)c2ccc(CSc3nc4ccccc4[nH]3)cc2)ccc1O	18	-0.2
CN1CCCC(OC(=O)c2cccc(S(=O)(=O)N3CCCCCC3)c2)C1 (stereo unspecified)	14	0.3
CCN1CCN(CCNC(=O)c2ccc(CS(=O)(=O)c3c(Cl)cccc3Cl)o2)CC1	-4	-2.0
COc1cc(OC)cc(C(=O)Nc2nc(CC(=O)NCCc3ccccc3)cs2)c1	28	0.7
CC(=O)c1cccc(CN2CCN(Cc3ccc(F)cc3)C(CCO)C2)c1 (stereo unspecified)	8	-0.9

# Going on with the list:
OX1R FRET antag,STK33 inh,smiles
0,.,COC(=O)[C@]1(C)N[C@H](CN(C)S(=O)(=O)c2ccc(C)cc2)[C@@H]2C(=O)N(C)C(=O)[C@@H]21
3,-1.7,Cc1cccc(-c2noc(CCCC(=O)NCC3CCCO3)n2)c1 (stereo unspecified)
18,0.8,O=C(CCCN1C(=O)C(c2ccccc2)Oc2cccnc21)Nc1ccccc1Cl (stereo unspecified)
-4,-0.5,CCOc1ccccc1NC(=O)CCC(=O)O
-4,0.1,Cc1ccccc1-n1c(-c2cccnc2)n[nH]c1=S
-7,0.0,O=Cc1ccc(OC(=O)CCCCC(=O)Oc2ccc(C=O)cc2)cc1
7,-0.6,O=C(Nc1ccccc1N1CCN(c2ccccc2)CC1)C12CC3CC(CC(C3)C1)C2
25,0.3,O=C1CCC/C(=N/NC(=O)c2ccc(NS(=O)(=O)c3cccs3)cc2)C1
20,-1.3,N#C/C(=C/c1ccc(-c2ccccc2[N+](=O)[O-])o1)C(=O)NCCN1CCCCC1
20,-1.9,CCCNC(=O)C1(CC2CC(c3ccccc3)=NO2)CCN(C(=O)C2CCCC2)CC1 (stereo unspecified)

OX1R FRET antag,STK33 inh,smiles
26,1.1,COC(=O)Cc1ccc(NC(=O)c2ccc3c(c2)C(=O)N(Cc2cccnc2)C3=O)cc1
16,-2.9,OC[C@@H](O)[C@@H](O[C@@H]1O[C@H](CO)[C@H](O)[C@H](O)[C@H]1O)[C@H](O)[C@@H](O)CO
10,-1.0,O=C(NCc1c(F)cccc1F)c1cc(COc2c(F)cccc2F)on1
0,0.0,COc1cc(-c2nc3sc(C)c(C)c3c(=O)o2)cc(OC)c1OC
7,0.2,CC(=O)Nc1nc2ccccc2n1CCN1CCOCC1
-3,-2.9,CCCCNC(=O)c1cc(-c2ccc3c(c2)OCO3)on1
8,-0.9,O=C(O)c1cccc(S(=O)(=O)N2CCc3ccccc3C2)c1
5,-1.0,Cc1onc(-c2ccccc2)c1CNS(=O)(=O)c1ccc(F)cc1F
1,-0.5,Cc1ccc(C)c(N(CC(=O)NCc2ccccc2)C(=O)c2csnn2)c1
26,-0.2,Cc1cccc2nc(Cn3c(=O)n(CCCC(=O)NCc4ccco4)c(=O)c4ccccc43)cc(=O)n12

OX1R FRET antag,STK33 inh,smiles
22,-0.6,COc1ccc2nc(N3CCCC3)c(C#N)cc2c1
9,0.1,COc1ccc(C(=O)COC(=O)/C=C/c2ccc(S(=O)(=O)Nc3cccc(S(N)(=O)=O)c3)cc2)cc1
5,-0.7,CCOC(=O)/C=C/C(=O)OCC(=O)N1CCN(C(=O)c2ccco2)CC1
11,-3.2,CCN1CCN(c2ncc3c(n2)CC(c2cc(OC)c(OC)c(OC)c2)CC3=O)CC1 (stereo unspecified)
27,0.5,Cc1ccc(S(=O)(=O)CC(=O)c2ccc(C)c([N+](=O)[O-])c2)cc1
2,-0.6,O=C(O)CN1C(=O)N/C(=C\c2cccn2-c2ccc(P(=O)(O)O)cc2)C1=O
13,8.9,O=C(Nc1cccnc1)c1cnn2c(C(F)F)cc(C3CC3)nc12
15,0.5,O=C(CCl)Nc1ccccc1C(=O)Nc1ccc2c(c1)OCO2
2,0.0,O=C(Nc1ccc2c(c1)OCCO2)C1CCN(C(=O)c2ccccc2)CC1
5,0.5,COC(=O)n1c(=O)oc2ccccc21

OX1R FRET antag,STK33 inh,smiles
17,0.6,Cc1cc2cc(C(c3nnnn3Cc3ccco3)N3CCc4ccccc43)c(=O)[nH]c2cc1C (stereo unspecified)
2,-2.3,CCN(CC)S(=O)(=O)c1ccc(-c2csc(C)n2)cc1
-7,0.4,COc1ccccc1C(=O)Nc1ccnn1C1CCN(C(=O)c2ccoc2)CC1
24,-0.6,Fc1ccc(COc2cccc3cccnc23)cc1
21,-1.7,Cc1cccc(C(=O)O)c1NC(=O)c1ccc(F)cc1
18,-0.7,CCc1sc(NC(=O)CCC(=O)O)nc1-c1cc2ccccc2oc1=O
25,-4.0,CCOn1c(=O)c(-c2cc(OC)ccc2OC)[n+]([O-])c2ccccc21
-1,-0.9,COCCNC(=S)N1CCN(c2nc(-c3ccc(F)cc3)cs2)CC1
8,-0.7,COc1ccc(N2C(=O)c3ccccc3NC2c2ccc(OC)c(Cn3nnc4ccccc43)c2)cc1 (stereo unspecified)
4,-1.2,COc1cccc(C(=O)NCC(c2cccnc2)N2CCN(c3ccccc3OC)CC2)c1 (stereo unspecified)

OX1R FRET antag,STK33 inh,smiles
19,-0.4,CC1=C/C(=C/N(C)c2ccccc2)C(=O)S1
5,-0.7,CC(=O)CSc1nnc(-c2ccc(S(=O)(=O)N3CCC(C)CC3)cc2)o1
16,-1.5,O=C(c1ccc([N+](=O)[O-])o1)N1CCN(c2nc3c(Cl)cccc3s2)CC1
15,-0.3,O=C(CSCc1ccc(Cl)cc1)Nc1ccc2c(c1)OCCO2
9,-0.6,COC(=O)c1cc(S(=O)(=O)N2CCCC2)c(Cl)cc1Cl
7,-0.6,COc1ccc(-c2oc(=O)c3cc(OC)c(OC)cc3c2C#CCCO)cc1
21,0.5,N#Cc1ccccc1OCC(=O)C1CC1
8,-1.4,Cc1cc(C)n2nc(SCC(=O)N/N=C/c3ccccc3F)nc2n1
54,-0.6,CCOC(=O)c1cnn2cc(-c3[nH]ncc3[N+](=O)[O-])cnc12
9,.,O=C(Cn1nnc(-c2ccccc2)n1)Nc1cccc(S(=O)(=O)N2CCCC2)c1

OX1R FRET antag,STK33 inh,smiles
-2,1.1,COc1ccc(N2C(=O)CSC2c2cccs2)cc1 (stereo unspecified)
14,-0.5,O=C(Cn1ncc(Cl)c(Cl)c1=O)c1ccc(Cl)cc1
9,-1.2,CCOc1ccc(C(=O)c2ccncc2)cc1
19,1.2,COCCCNC(=O)c1ccc(Cn2c(=O)c3ccccc3n(Cc3ccccc3C)c2=O)cc1
21,1.7,O=C(NNC(=S)Nc1ccccc1)c1cccs1
13,-0.4,CCCc1ccc(OCC(=O)O)cc1
13,.,CC(C)CN1CC(COCc2ccccc2)Oc2ccccc2S1(=O)=O (stereo unspecified)
12,-0.8,O=C(NC1CC1)C1CCN(S(=O)(=O)c2cc(Cl)ccc2Cl)CC1
16,1.4,O=C(NCCCN1CCOCC1)c1cccc(S(=O)(=O)N2CCc3ccccc3C2)c1
11,-2.7,Cn1nc(-c2ccccc2)cc1NC(=O)Nc1ccc(C(C)(C)C)cc1

OX1R FRET antag,STK33 inh,smiles
7,1.6,CCOC(=O)C1(CCSC)NC(c2ccco2)C2C(=O)N(CC)C(=O)C21 (stereo unspecified)
30,0.9,Cc1nc2cc(Cl)c(Cl)cc2nc1C
9,0.1,CSCc1ccc(C(=O)NC(C)c2cnn(-c3ccccn3)c2C)o1 (stereo unspecified)
13,-0.9,CN(c1ccc(OCC(=O)N2CCC(C(N)=O)CC2)cc1)S(=O)(=O)c1cccs1
14,-0.1,CCC(=O)Nc1sc2c(c1C(N)=O)CCN(Cc1ccccc1)C2
26,-0.2,C=CCn1c(CCNC(=O)c2ccccc2F)nnc1SCC(=O)Nc1nc2ccccc2s1
5,1.4,CCn1c(SCC(=O)NC2=NCCS2)nnc1C(C)NC(=O)c1ccc(Cl)cc1 (stereo unspecified)
5,-2.6,Cc1ccccc1C(=O)OC(C)CN1CCOCC1 (stereo unspecified)
5,-1.0,O=C(Cn1cnc(S(=O)(=O)N2CCCC2)c1)Nc1ccc(OC(F)(F)F)cc1
50,-3.5,C=CCn1c(SCc2ccc(C#N)cc2)nnc1-c1cccc(Cl)c1

OX1R FRET antag,STK33 inh,smiles
13,-0.3,Cc1ccc(C(=O)OCC(=O)N(C)c2ccccc2)c(C)c1
5,-0.2,CCOC(=O)C(C)Oc1ccc(=O)n(-c2ccccc2)n1 (stereo unspecified)
14,-0.3,CCN(CC(=O)Nc1ccc(OC)cc1)C(=O)COc1cccc2c1OC(C)(C)C2
2,-1.8,O=C(NCC(c1ccco1)N1CCCCC1)c1cccs1 (stereo unspecified)
17,-1.6,CCOC(=O)C1(Cc2ccccc2C)CCCN(C(=O)c2ccc(CSC)o2)C1 (stereo unspecified)
.,1.2,Cc1ccc(C)c(NC(=O)NCCN2CCCCC2)c1
9,-3.0,Fc1ccc(CO/N=C/C2=C(Cl)c3ccccc3CC2)cc1
13,-0.2,O=C(CC1C(=O)NCCN1CC(c1ccccc1)c1ccccc1)NC1CC1 (stereo unspecified)
8,-0.7,CC(C)NC(=O)CCS(=O)(=O)c1ccc(Br)s1
18,-0.8,C/C(=N\N1CCN(c2ccccc2)CC1)c1ccncc1

# Part of the list above, bar-delimited.
mol | OX1R FRET antag | STK33 inh
COCCCNC(=O)c1ccc(Cn2c(=O)c3ccccc3n(Cc3ccccc3C)c2=O)cc1 | 19 | 1.2
O=C(NNC(=S)Nc1ccccc1)c1cccs1 | 21 | 1.7
CCCc1ccc(OCC(=O)O)cc1 | 13 | -0.4

# Continuation.
OX1R FRET antag,STK33 inh,smiles
7,0.1,Cc1nn(C(C)C(=O)NNC(=S)Nc2ccc(Cl)cc2)c(C)c1[N+](=O)[O-] (stereo unspecified)
6,2.0,CCOC(=O)c1ccc(N2C(=O)c3n[nH]c(C)c3C2c2ccco2)cc1 (stereo unspecified)
16,-1.5,Cn1c(=O)c(=O)n(C)c2cc(S(=O)(=O)N3CCCC3C(=O)NCc3cccs3)ccc21 (stereo unspecified)
24,.,COc1ccccc1NC(=O)Nc1nc(CC(=O)NCc2c(F)cccc2F)cs1
20,-0.9,CSc1nnnn1-c1ccc(Cl)cc1
0,-2.1,COC(=O)c1ccc(N=NNc2ccc(C(=O)OC)cc2)cc1
22,0.7,COc1ccc(/C=C2\SC(=O)N(CCn3cnnn3)C2=O)cc1
9,-0.2,CCOCCn1c(N(C)Cc2ccccc2)nc2c1c(=O)[nH]c(=O)n2C
1,-0.9,COc1cccc(C(=O)Nc2c3c(nn2-c2ccccc2C)CS(=O)C3)c1OC (stereo unspecified)
10,-0.9,Cc1nc(NCc2ccccc2)c(C(N)=O)c2c1COC(C)(C)C2

OX1R FRET antag,STK33 inh,smiles
17,0.2,CCc1nnc(NS(=O)(=O)c2ccc(NC(=O)c3ccco3)cc2)s1
11,1.5,N#Cc1ccc(CSc2nnc(-c3cccs3)n2-c2ccccc2)cc1
21,-0.7,O=C(NCCc1ccccn1)c1cc(-c2cccc3ccccc23)nc2ccccc12
26,-1.2,N#Cc1cc2c(nc1S(=O)(=O)Cc1ccccc1)CCCC2
95*,-1.1,O=C(Oc1cccc(Nc2ncnc3ccccc23)c1)c1ccccc1Cl
59,-2.4,Cc1ccc2oc(C(=O)NCc3ccc4c(c3)OCO4)c(C)c2c1
11,1.2,O=C(O)c1cccc(S(=O)(=O)Nc2ccc3c(c2)OCO3)c1
14,-0.5,CCOc1ccccc1OCC(=O)Nc1cc(S(=O)(=O)N2CCCCC2)ccc1OC
12,-1.2,CCOc1cc(-c2conc2N)cc(OCC)c1OCC
14,-0.6,CCCCn1c2nc3ccccc3nc2c2c(=O)n(C(C)CC)cnc21 (stereo unspecified)

OX1R FRET antag,STK33 inh,smiles
3,-0.9,Cc1ccc(N2CC(C(=O)NC3=NCCS3)CC2=O)cc1 (stereo unspecified)
13,0.3,COc1ccc(Oc2ncccc2[N+](=O)[O-])cc1
53*,-1.9,CCOc1ccccc1C(=O)Nc1cccc2ccccc12
7,-0.3,CCc1c(C)sc(NC(=S)N2CCN(S(C)(=O)=O)CC2)c1C(=O)OC
1,-0.4,O=C(COC(=O)CNC(=O)c1ccccc1F)Nc1ccc(Cl)cn1
20,-1.7,O=S(=O)(Cc1ccccc1)c1ccccc1-c1nnc(-c2ccccc2)o1
-1,0.3,CCCNC(=O)C(=O)Nc1cc2c3c(c1)CCC(=O)N3CCC2
2,-2.1,CC(NC(=O)c1cccs1)c1n[nH]c(=S)n1C (stereo unspecified)
31,-0.5,Cn1c(N)c(N=O)c(=O)n(C)c1=O
81*,-1.5,CC(C)Cn1c(N)c(C(=O)COC(=O)c2ccc([N+](=O)[O-])o2)c(=O)n(C)c1=O
14,2.8,Cc1cc(C(=O)Nc2cccc(C(=O)O)c2)oc1C
